Assay outcomes deposited in PubChem by Sanford-Burnham Center for Chemical Genomics.
NALP3 yeast inh: blocks the NALP3 inflammasome reconstituted in yeast; 0.39% of 330,000 active; Yeast reconstituted NLRP3/ASC/caspase-1, beta-gal luminescence, 24 h; inhibition, % at 10 µM;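 active means inhibition of 50% or more; inactive means inhibition below 50%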;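 further: plate controls were induced DMSO wells for no effect and uninduced yeast grown without galactose for full effect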
mIAP block: mouse IAP inhibition; purified mouse IAP, CDP-Star luminescence, 30 min; inhibition, % at 10 µM; 0.2% of 330,000 active;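 active means inhibition of at least 40% at 10 µM in the primary screen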;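 further: plate controls were DMSO with enzyme for no effect and no enzyme wells for full effect; values of inactives mirror those of a sister screen read the other way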
APOBEC3A inh: human APOBEC3A DNA deaminase inhibition. P31941. 0.41% of 330,000 active. recombinant A3A, FAM/TAMRA ssDNA deamination fluorescence. inhibition, % at 20 µM;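 active means at least 40% inhibition at 20 µM here, with at most 30% in a related deaminase screen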;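 further: plate controls were A3A with DMSO for no effect and wells lacking A3A enzyme for full effect; some results filed as inactive read as strong as hits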
Target sequence (P31941 whole entry, looked up): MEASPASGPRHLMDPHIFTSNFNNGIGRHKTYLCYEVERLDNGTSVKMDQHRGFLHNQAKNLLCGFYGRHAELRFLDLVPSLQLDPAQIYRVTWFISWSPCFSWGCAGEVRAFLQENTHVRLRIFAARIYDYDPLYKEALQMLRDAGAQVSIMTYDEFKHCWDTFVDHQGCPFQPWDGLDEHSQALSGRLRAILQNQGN
MIN6 prolif: inducers of beta-cell replication in MIN6 cells. MIN6 cells proliferation, ATPlite luminescence, 48 h; cells starved in 0.2% serum; 100% = growth in 10% serum. proliferation, % at 10 µM. 0.29% of 330,000 active. AID 2380;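 active means compounds whose signal lies at least 3.5 SD above the mean of all wells on their plate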;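 further: 0% = DMSO-treated cells in low-serum medium and 100% = 10% serum control; some compounds called inactive have numbers as strong as hits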
A3G deaminase: inhibitors of human APOBEC3G DNA deaminase | Q9HC16 | recombinant A3G, ssDNA deamination FAM/TAMRA fluorescence | inhibition, % at 20 µM | 0.28% of 330,000 active | AID 493012;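 active means inhibition of at least 40% at 20 µM, with no more than 30% in the related APOBEC3A deaminase screen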;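 further: plate controls were DMSO wells with A3G for no effect and wells lacking A3G enzyme for full effect; some compounds called inactive have numbers as strong as hits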
mIAP act: mouse IAP activation; muIAP, CDP-Star luminescence, 30 min; stronger effect = higher value; 1 = vehicle-only enzyme signal, 0 = enzyme-free wells; activation factor at 10 µM; 0.24% of 330,000 active; AID 2805;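 active means activation factor of at least 2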; further: the source names both 10 and 20 µM as test concentration; values of inactives mirror those of a sister screen read the other way
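also added = chemiluminescent substrate CDP-Star | test system = mouse IAP enzyme | signal = chemiluminescence readout | compound = DMSO-dissolved test compounds | incubation = 30 min at room temperature | benchmarks = DMSO wells, no-enzyme wells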
SENP1 FRET inh: inhibitors of human SENP1 SUMO protease catalytic domain. Q9P0U3. recombinant SENP1 catalytic domain, CyPet-SUMO1-YPet FRET cleavage. inhibition, % at 10 µM. 0.21% of 360,000 active. AID 624204;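 active means inhibition at least 30% at 10 µM, raw YFP signal under a set limit, fluorescence ratio 0.5 to 1.5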;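 further: 0% = enzyme with DMSO and 100% = no enzyme wells; some results filed as inactive read as strong as hits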
Target sequence (Q9P0U3 419-644 limits assumed): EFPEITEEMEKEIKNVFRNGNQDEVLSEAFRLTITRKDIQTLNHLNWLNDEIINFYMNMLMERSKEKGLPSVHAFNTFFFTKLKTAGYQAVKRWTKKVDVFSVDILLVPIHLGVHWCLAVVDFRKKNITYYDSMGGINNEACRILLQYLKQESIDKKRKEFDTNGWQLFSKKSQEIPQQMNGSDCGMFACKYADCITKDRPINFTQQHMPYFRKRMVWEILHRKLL
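Assay system: hSENP1 catalytic domain, recombinant. Amount: SENP1 enzyme, 20 pM final. Schedule: 50 min reaction, RT, dark. Technique: FRET, CFP and YFP emission. Control set: no-enzyme wells low, DMSO-plus-enzyme wells high control.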
hIAP inh: blocks human intestinal alkaline phosphatase; AID 2544; P09923; purified IAP, CDP-Star luminescence, 30 min; inhibition, % at 10 µM; 0.12% of 330,000 active;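 active means inhibition reaching a set limit with compound at 10 µM in the primary screen, cut at about 35% in these data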;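 further: plate controls were DMSO wells with enzyme for no effect and no-enzyme buffer wells for full effect; values of inactives mirror those of a sister screen read the other way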
Target sequence (P09923 whole entry, looked up): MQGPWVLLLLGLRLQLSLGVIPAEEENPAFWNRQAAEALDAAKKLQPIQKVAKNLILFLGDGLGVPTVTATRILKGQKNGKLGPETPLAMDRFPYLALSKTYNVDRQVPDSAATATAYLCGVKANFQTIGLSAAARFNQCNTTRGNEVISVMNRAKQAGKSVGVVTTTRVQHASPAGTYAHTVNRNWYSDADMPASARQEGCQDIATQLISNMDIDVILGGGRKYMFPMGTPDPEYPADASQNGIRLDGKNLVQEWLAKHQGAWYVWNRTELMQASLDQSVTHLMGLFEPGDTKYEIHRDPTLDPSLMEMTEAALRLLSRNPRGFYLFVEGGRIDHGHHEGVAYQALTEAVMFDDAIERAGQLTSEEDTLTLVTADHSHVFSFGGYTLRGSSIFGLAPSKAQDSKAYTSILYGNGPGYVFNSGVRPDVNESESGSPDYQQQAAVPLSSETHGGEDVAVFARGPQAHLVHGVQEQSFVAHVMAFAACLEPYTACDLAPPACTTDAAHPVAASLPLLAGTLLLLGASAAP
hIAP activ: human IAP activation. P09923. purified human IAP, CDP-Star luminescence, 30 min; stronger effect = higher value; 1 = vehicle-only enzyme, 0 = enzyme-free background. activation factor at 10 µM. 0.16% of 330,000 active;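 active means activation factor of the enzyme at least 2-fold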; further: the source names both 10 and 20 µM as test concentration; values of inactives mirror those of a sister screen read the other way
* hit, by the source's call; / = not tested or not shown; & = joins results of further samples. Only part of the results is shown. The share of hits here may be higher or lower than overall.

SMILES	NALP3 yeast inh	mIAP block	APOBEC3A inh	MIN6 prolif	A3G deaminase	mIAP act	SENP1 FRET inh	hIAP inh	hIAP activ
Cc1cccc(C)c1NC(=O)Cn1c(=O)n(CCCC(=O)NCc2ccco2)c(=O)c2sccc21	12	1	-3	1	-6	0.99	0	11	0.89
COc1ccc(/C=N/Nc2cc(C)nc(N3CCOCC3)n2)c(OC)c1	18	-13	-3	-1	-8	1.1	2	-1	1
Cc1nn(Cc2cccc(C(=O)NCC(C)C)c2)c(C)c1Br	6	-5	-6	-5	-5	1	-2	-2	1
CCSC1=C(C#N)C(c2ccc(OC)c(OC)c2)CC(=O)N1 (configuration not stated)	-2	-6	-2	0	-8	1.1	1	-7	1.1
Fc1ccc(C2CCCN2Cc2nc(Cc3ccccc3F)no2)cc1 (configuration not stated)	0	0	7	-3	4	1	-1	4	0.95
COc1ccc2[nH]c3c(Cl)ncnc3c2c1	27	-3	-1	1	-5	1	-8	-2	1
O=CN1CCN(C(=S)NC(=O)c2ccc(Cl)cc2)CC1	11	-5	1	-3	-5	1.1	0	10	0.91
COc1cc(Br)cc2cc(C(=O)NCC3CCCO3)c(=O)oc12 (configuration not stated)	-15	-7	0	-1	-4	1.1	2	6	0.94
COC(=O)c1ccc(C2C(C(=O)c3cc4ccccc4o3)=C(O)C(=O)N2CCCN(C)C)cc1 (configuration not stated)	13	-11	1	-1	2	1.1	-1	-20	1.2
CCOc1ccc(S(=O)(=O)N(CC)CC)cc1NC(=O)c1ccc(N2CCCC2=O)cc1	16	0	2	1	1	1	3	9	0.91
COC(=O)CCCNC(=O)OCc1ccc([N+](=O)[O-])cc1	15	0	-2	-3	0	1	-4	-6	1.1
CCC1CCC(NC(=O)Nc2cccc(OC)c2)CC1 (configuration not stated)	34	-120	-5	-3	-4	2.2*	1	-19	1.2
Cc1ccc(C(=O)C(OC(=O)CNC(=O)c2ccc(Cl)cc2)c2ccccc2)cc1 (configuration not stated)	-68	-7	1	0	0	1.1	5	2	0.97
O=C(O)Cc1ccc(C(=O)c2ccccc2F)s1	2	0	-3	-1	-3	1	-55	-4	1
Cn1c(Cc2ccccc2)nnc1SCC(=O)NC1CCCCC1	10	-1	-4	-5	-6	1	1	-18	1.2
Cn1c(=O)c2c(ncn2CC(=O)OCC(=O)Nc2ccccc2Cl)n(C)c1=O	2	-8	-1	0	-5	1.1	0	5	0.95
CCOC(=O)c1csc(NC(C)=O)n1	18	1	-1	-2	-3	0.99	-1	-5	1.1
FC(F)(F)c1cc(CCN2CCNC[C@@H]2Cc2ccccc2)cc(C(F)(F)F)c1	37	-1	0	-8	1	1	0	11	0.89
CCC(CO)NCc1ccc(OCC(O)c2ccccc2)c(OC)c1 (configuration not stated)	6	-19	6	-2	2	1.2	-2	-9	1.1
CCc1nnc(SCC(=O)NC2CC2)n1CC	12	7	-4	-3	-5	0.93	3	12	0.88
CCCCC(=O)NC(c1ccccc1)c1ccc2cccnc2c1O (configuration not stated)	8	-5	-4	-4	-10	1	0	-62	1.6
Cc1ccc(-c2noc(CN(C)C(=O)c3ccoc3C)n2)cc1	8	5	-3	-1	-6	0.95	0	4	0.96
COc1ccc(Cl)cc1NC(=O)N1CCN(C2CCCCC2)CC1	-6	-2	2	2	0	1	0	0	1
Cc1ccc(N(C(C)C(=O)Nc2cc(Cl)ccc2Oc2ccccc2)S(C)(=O)=O)cc1 (configuration not stated)	7	-2	4	-4	-1	1	2	3	0.97
CS(=O)(=O)c1ccc(Cl)c(NC(=O)CSC(=S)N2CCCC2)c1	6	-11	-1	2	-10	1.1	1	7	0.93
Next part.
SMILES	NALP3 yeast inh	mIAP block	APOBEC3A inh	MIN6 prolif	A3G deaminase	mIAP act	SENP1 FRET inh	hIAP inh	hIAP activ
O=C1OCCN1C(=O)[C@H]1[C@H](c2ccc([N+](=O)[O-])cc2)C(c2cccc(Cl)c2)=NN1c1ccc(Br)cc1	/	8	2	/	3	0.92	-6	/	/
O=C(CCC(=O)N1CCOCC1)c1ccc(F)cc1	-2	2	1	0	-12	0.98	-4	1	0.99
O=C(NCCCCc1ccccc1)C1CC(c2ccccc2[N+](=O)[O-])=NO1 (configuration not stated)	16	-27	-2	-2	-6	1.3	1	-8	1.1
CCN(CC(=O)NCc1ccc(Cl)cc1)C(=O)CSc1ccc(Br)cc1	12	-19	6	-6	-5	1.2	-1	-16	1.2
COc1ccc(CNC(=O)CN(c2ccccc2)S(=O)(=O)N(C)C)cc1	3	-4	7	-2	1	1	-1	15	0.85
Cc1cc(C(=O)COC(=O)CN(C)S(=O)(=O)c2ccc(Cl)cc2)c(C)n1Cc1cccs1	6	21	1	-4	2	0.79	-1	2	0.98
COc1ccccc1NC(=O)CN1CCC(C(=O)c2ccc(F)cc2)CC1	-11	5	-1	-3	1	0.95	2	3	0.97
COc1ccc(OCCCN2CCCCCC2)cc1	27	8	2	-4	-4	0.92	-10	-16	1.2
CC(NC(=O)c1ccncc1)c1ccccc1 (configuration not stated)	6	-3	-2	-1	-1	1	-1	-18	1.2
Cc1cc(=O)oc2c3c(cc(OCC(=O)Nc4cccnc4)c12)OC(C)(C)CC3	-7	-1	-2	-1	-4	1	3	3	0.97
O=C(Nn1c(SCc2cccc([N+](=O)[O-])c2)nc2ccccc2c1=O)c1ccccc1	-21	-1	1	-4	-5	1	4	-2	1
Cc1ccc(C(=O)N(Cc2nc3ccccc3c(=O)[nH]2)C2CCCC2)cc1	11	0	0	-3	-2	1	3	7	0.93
CC(C)Cc1nnc(NC(=O)CN2C(=O)c3ccccc3C2=O)s1	19	11	1	0	5	0.89	1	-2	1
O=C1N(c2ccc(Cl)cc2)C(c2ccc(Cl)cc2)N2CCCN12 (configuration not stated)	7	1	1	4	-6	0.99	8	0	1
O=C(Nc1ccc(F)cc1)C1CCN(C(=O)NCc2ccccc2)CC1	9	-2	-5	-2	-7	1	1	-10	1.1
CCN1CCN(Cc2ccc(NC(=O)c3ccc(C)c(NC(=O)c4ccno4)c3)cc2C(F)(F)F)CC1	11	16	-4	-7	-9	0.84	-3&-1	0	0.99
O=C(c1ccc(N2CCCC2=O)cc1)N1CCOCC1	8	-2	-6	1	-10	1	-1	-16	1.2
CCc1ccc(C(=O)NN(C(=O)c2ccc(CC)cc2)C(C)(C)C)cc1	16	-10	4	0	-10	1.1	1	-2	1
Cc1ccc(NC(=O)CNC(=O)c2cccs2)nc1	16	-9	7	-1	19	1.1	-2	-10	1.1
O=C(O)CN1C(=O)C(=O)N(Cc2cccc(F)c2)C1=O	0	-10	-5	-5	-12	1.1	1	-7	1.1
O=c1ccn(Cc2ccccc2Cl)cc1	14	2	-4	-1	-5	0.98	-1	1	0.99
COc1ccccc1CNC(=O)C(=O)NCC1OCCN1S(=O)(=O)c1ccc2c(c1)OCCO2 (configuration not stated)	3	1	-4	2	-2	0.99	0	-2	1
C(=C\c1nnc(-c2cccs2)o1)/c1ccccc1	45	3	0	-1	-2	0.97	0	17	0.83
COCc1c(C(=O)N/N=C(/C)c2ccc(OCc3ccccc3)cc2)nnn1-c1nonc1N	21	3	-4	0	-2	0.97	3	-7	1.1
CN(CC(=O)NCc1ccccn1)S(=O)(=O)c1ccccc1	16	8	6	1	5	0.93	3	6	0.94

Reprinted at random: 2 entries already listed, in no set order.
SMILES	NALP3 yeast inh	mIAP block	APOBEC3A inh	MIN6 prolif	A3G deaminase	mIAP act	SENP1 FRET inh	hIAP inh	hIAP activ
O=C(c1ccc(N2CCCC2=O)cc1)N1CCOCC1	8	-2	-6	1	-10	1	-1	-16	1.2
COc1ccc(OCCCN2CCCCCC2)cc1	27	8	2	-4	-4	0.92	-10	-16	1.2

Record cards, from the list above.
`O=C(CCC(=O)N1CCOCC1)c1ccc(F)cc1` is listed as NALP3 yeast inh = -2; mIAP block = 2; APOBEC3A inh = 1; MIN6 prolif = 0; A3G deaminase = -12; mIAP act = 0.98; SENP1 FRET inh = -4; hIAP inh = 1; hIAP activ = 0.99
`O=c1ccn(Cc2ccccc2Cl)cc1` is listed as NALP3 yeast inh = 14; mIAP block = 2; APOBEC3A inh = -4; MIN6 prolif = -1; A3G deaminase = -5; mIAP act = 0.98; SENP1 FRET inh = -1; hIAP inh = 1; hIAP activ = 0.99
`O=C(O)CN1C(=O)C(=O)N(Cc2cccc(F)c2)C1=O` is listed as NALP3 yeast inh = 0; mIAP block = -10; APOBEC3A inh = -5; MIN6 prolif = -5; A3G deaminase = -12; mIAP act = 1.1; SENP1 FRET inh = 1; hIAP inh = -7; hIAP activ = 1.1

(listing goes on)
SMILES	NALP3 yeast inh	mIAP block	APOBEC3A inh	MIN6 prolif	A3G deaminase	mIAP act	SENP1 FRET inh	hIAP inh	hIAP activ
COCCN(C(=O)CSc1nnc(-c2cccc(C)c2)n1C)c1c(N)n(Cc2ccccc2)c(=O)[nH]c1=O	0	-1	1	2	-3	1	-1	-5	1.1
CC(C)(C)n1nnnc1C(c1cccc(C#N)c1)N1CCCCCC1 (configuration not stated)	9	-6	2	1	-1	1.1	1	-2	1
CC[C@@]1(C(=O)OC)N[C@H](CN(C)S(=O)(=O)c2ccc(C(C)(C)C)cc2)[C@@H]2C(=O)N(Cc3ccccc3)C(=O)[C@@H]21	6	9	-5	2	-7	0.91	2	13	0.87
CC[C@H](C)C(C(=O)N1CCN(C(=O)OC(C)(C)C)CC1)n1cc(C(CO)NC(=O)OC(C)(C)C)nn1 (some centres not stated)	9	-2	0	-3	1	1	1	-1	1
Cc1ccc(-c2ccccc2)n1-c1cccc(C(=O)O)c1	3	9	4	-5	-2	0.91	-6	7	0.93
CC(C)NC(=O)c1ccc(Sc2ccccc2)c([N+](=O)[O-])c1	-14	0	6	-3	-2	1	2	26	0.74
O=c1cc(CO)oc(CN2CCN(CCO)CC2)c1O	7	-4	-1	0	-4	1	0	0	1
COc1ccc(OC)c(C(c2nnnn2CC2CCCO2)N2CCN(C)CC2)c1 (configuration not stated)	5	-7	-2	1	8	1.1	0	-7	1.1
CC(C)CNC(=O)CC(=O)N/N=C/c1cccs1	-6	-18	6	-1	-6	1.2	-1	-3	1
CC(CCN1CCN=C1N(C)C)c1ccccc1 (configuration not stated)	6	6	-1	8	-4	0.94	-2	0	0.99

Given comma-delimited: part of the list above
canonical_smiles,NALP3 yeast inh,mIAP block,APOBEC3A inh,MIN6 prolif,A3G deaminase,mIAP act,SENP1 FRET inh,hIAP inh,hIAP activ
Cc1ccc(-c2noc(CN(C)C(=O)c3ccoc3C)n2)cc1,8,5,-3,-1,-6,0.95,0,4,0.96
COc1ccc(Cl)cc1NC(=O)N1CCN(C2CCCCC2)CC1,-6,-2,2,2,0,1,0,0,1
Cc1ccc(N(C(C)C(=O)Nc2cc(Cl)ccc2Oc2ccccc2)S(C)(=O)=O)cc1 (configuration not stated),7,-2,4,-4,-1,1,2,3,0.97
CS(=O)(=O)c1ccc(Cl)c(NC(=O)CSC(=S)N2CCCC2)c1,6,-11,-1,2,-10,1.1,1,7,0.93
